# Tat export inh = inhibitors of E. coli Tat protein transport; E. coli MC4100 TorA-mCherry Tat export, fluorescence; inhibition, % at 10 µM; hit rate 0.036% among 340,000; AID 488895;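 active = mean replicate inhibition at least 50% and at least half of replicates individually reaching 50%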;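 note: exported cargo escapes ClpAP degradation while cytoplasmic cargo is degraded and loses fluorescence; 0% = median of neutral control wells and 100% = median of NaSCN control wells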
# PKA-R1A activ = PKA-R1A complex activation. hit rate 0.083% among 340,000. AID 504707. P00514+P68181. PKA-R1A dissociation, Cy5-IP20 fluorescence polarization; scaled: DMSO 0%, 113 µM cGMP 100%. activation, % at 11.4 µM;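 active = percent activation above the mean of all tested compounds plus 3 SD, cut at about 19% in these data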;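 note: higher means more PKAc released from R1A so a rise in polarization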
# SUMO Mot1 rescue = blocks SUMOylation pathway, rescuing yeast Mot1-301 growth | S. cerevisiae Mot1-301 growth rescue, ATP luminescence, 38.5C; percent above DMSO median, 100 means doubled | growth rescue, % at 18.8 µM | AID 2716 | hit rate 1% among 320,000;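 active = every valid replicate shows activation above 250% relative to neutral control wells; inactive = the rest, any valid replicate at or below 250%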;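 note: OY570 slx delta 5 strain wells were the positive control but not used for scaling; some compounds called inactive have numbers as strong as hits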
# phage Ecoli inh = E. coli growth loss with phage present. growth absorbance. inhibition, % at 11.9 µM. hit rate 0.26% among 360,000; in the data active = inhibition above about 11%
# AddAB inh = less growth of phage-infected E. coli with AddAB. E. coli expressing H. pylori AddAB, absorbance growth. inhibition, % at 11.9 µM. AID 435030. hit rate 0.29% among 330,000; in the data active = inhibition above about 12%;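 note: 0% = vehicle wells of infected cells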
# OPRM1-OPRD1 inv = mu-delta opioid heterodimer inverse agonism; inhibition, % at 9.3 µM; P35372+P41143; hit rate 0.21% among 340,000; cell-based MOR-DOR heterodimer luminescence; in the data active = inhibition above about 22%, passing the limit was not always enough;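 note: 0% = cells with DMSO and 100% = wells without cells with DMSO; values of inactives mirror those of a sister screen read the other way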
# Target sequence (P35372 whole entry, looked up): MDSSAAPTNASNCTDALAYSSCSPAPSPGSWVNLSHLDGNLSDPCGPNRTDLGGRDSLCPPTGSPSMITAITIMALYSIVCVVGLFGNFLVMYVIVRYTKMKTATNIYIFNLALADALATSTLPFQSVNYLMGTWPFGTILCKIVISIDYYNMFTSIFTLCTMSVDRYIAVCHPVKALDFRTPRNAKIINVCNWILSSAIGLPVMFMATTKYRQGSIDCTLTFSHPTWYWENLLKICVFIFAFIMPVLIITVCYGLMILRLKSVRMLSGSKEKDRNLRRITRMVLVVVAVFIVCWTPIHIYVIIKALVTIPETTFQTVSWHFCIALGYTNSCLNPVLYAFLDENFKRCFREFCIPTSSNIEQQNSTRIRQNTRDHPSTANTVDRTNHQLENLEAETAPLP
# Target sequence (P41143 whole entry, looked up): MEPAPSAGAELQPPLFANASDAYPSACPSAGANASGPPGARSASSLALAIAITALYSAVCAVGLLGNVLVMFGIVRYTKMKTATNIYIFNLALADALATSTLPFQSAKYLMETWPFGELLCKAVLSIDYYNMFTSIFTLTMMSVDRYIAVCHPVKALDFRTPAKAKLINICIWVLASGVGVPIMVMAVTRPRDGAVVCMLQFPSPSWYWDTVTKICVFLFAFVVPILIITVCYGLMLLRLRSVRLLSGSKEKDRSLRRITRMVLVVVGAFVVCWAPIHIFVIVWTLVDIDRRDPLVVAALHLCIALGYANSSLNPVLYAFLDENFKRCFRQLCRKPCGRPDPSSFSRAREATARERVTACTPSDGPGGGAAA
# PfHsp90 yeast 2 = reduces growth (ATP signal) of yeast expressing P. falciparum Hsp90 | S. cerevisiae expressing PfHsp90, BacTiter-Glo ATP, 48 h; yeast lacking PDR1 and PDR3 efflux regulators | inhibition, % at 9.4 µM | hit rate 0.32% among 310,000;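 active = every replicate shows inhibition above about 80%, whatever the replicate mean, limit read from the data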;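 note: 0% = DMSO neutral controls and 100% = 20 µM radicicol positive controls; yeast relying on Plasmodium falciparum Hsp90 in place of its own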
# E coli growth = bacterial growth inhibition, counter-screen for AddAB inhibitors; E. coli V3065 growth, OD600 absorbance, 18 h; inhibition, % at 11.9 µM; hit rate 0.27% among 330,000; AID 449728;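 active = inhibition above the campaign's mean inhibition across all tested compounds plus 3 SD, cut at about 9.9% in these data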;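 note: uninfected addAB+ strain grown without phage in ampicillin broth; 0% = DMSO wells and 100% = ciprofloxacin 0.95 µg/ml wells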
# MOR-DOR ag = agonists of human mu-delta opioid receptor heterodimerization | cells, OPRM1-OPRD1 heterodimerization, luminescence | AID 504326 | activation, % at 9.3 µM | P35372+P41143 | hit rate 0.3% among 340,000; in the data active = activation above about 18%;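 note: 0% = vehicle-treated cells and 100% = reference agonist; values of inactives mirror those of a sister screen read the other way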
# Arrestin-AP2 inh = blocks beta-arrestin peptide binding to AP2 adaptin. FITC-arrestin peptide / GST-AP2 beads, flow cytometry; AP2 beta2 appendage carries R879A mutation. inhibition, % at 10 µM. hit rate 0.31% among 340,000;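 active = inhibition above a set limit, near 3 SD of compounds lacking own fluorescence, cut at about 54% in these data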;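 note: plate controls were DMSO wells for no effect and 5 µM unlabelled arrestin peptide for full effect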
#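 Measured by: flow cytometry, FL1 (488/535 nm); Material: AP2 appendage R879A on GSH beads; Evaluation: percent response; Timing: pre-incubation 12 min, peptide binding 1 h, room temperature; Also added: 50 nM FITC-arrestin peptide; Medium: PBS with 0.05% Tween 20 and 0.1% BSA.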
# DSG3 Ab inh = blocks pemphigus antibody binding to human desmoglein-3 | P32926 | DSG3-coupled beads, scFv-anti-DSG3-GFP binding, flow cytometry; active compounds read low | binding (percent of control), % at 10 µM | hit rate 0.48% among 310,000 | AID 588358;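 active = binding more than 3 SD below its plate's average and above zero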;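 note: hits lower antibody fragment binding to DSG3; some compounds called inactive have numbers as strong as hits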
# Starred values were filed as active, the others as inactive; nt = not tested or not shown. Rows were taken by chance; 2.8% or so of the library scored in one or more.
SMILES,Tat export inh,PKA-R1A activ,SUMO Mot1 rescue,phage Ecoli inh,AddAB inh,OPRM1-OPRD1 inv,PfHsp90 yeast 2,E coli growth,MOR-DOR ag,Arrestin-AP2 inh,DSG3 Ab inh
COc1ccc2[nH]c(=O)c(CN(C(=O)C(C)C)c3ccccc3OC)cc2c1,-2,-17,-21,1.0,1.8,19,-11,0.0,-3.9,-9,103
NC(=O)CSc1nnc(C2CC2)n1-c1ccccc1,-2,-9,7,2.3,2.0,8,5,-1.3,-1.4,8,75
CC(C)(C)C1CCCCC1NC(=O)c1ccncc1 (stereo unspecified),-4,-6,-5,0.7,nt,14,4,nt,-2.7,1,118
CN(C)S(=O)(=O)N1CCN(C(=O)N2CCCCC2)CC1,-4,-12,40,1.5,0.9,0,0,3.7,0.1,21,96
Cc1cc(NC(=O)CCC(=O)N(c2ccccc2)C(C(=O)NC(C)(C)C)c2ccccc2Cl)no1 (stereo unspecified),2,-11,183,1.2,2.2,7,-13,-0.4,-1.3,25,109
O=C(O)CC(Cc1ccccc1)C(=O)NCC12CC3CC(CC(C3)C1)C2 (stereo unspecified),7,-7,5,2.7,3.1,10,-41,1.3,-2.0,18,106
CC1CCCC(C)N1C(=O)COC(=O)CN1C(=O)c2ccccc2C1=O (stereo unspecified),11,1,-10,0.7,3.7,6,17,2.1,-1.6,6,107
O=C(Cc1ccccc1)N[C@H](c1ccccc1)P(=O)(O)CO,9,3,-5,1.1,0.9,-3,27,-1.4,0.5,-2,107
Cc1ccc(CNc2nc(N)c([N+](=O)[O-])c(NCc3ccccc3)n2)cc1,-7,8,-3,0.9,2.1,4,-73,2.9,-0.6,4,103
O=C(/C=C/c1ccc([N+](=O)[O-])cc1)NCCOc1ccc(F)cc1,-7,-1,1,2.6,-0.4,-4,5,-1.4,0.7,17,100
CC(C)(C)c1cc(C(=O)N/N=C/c2ccccn2)n[nH]1,14,7,-15,-0.7,1.3,6,-3,2.0,-1.2,-5,105
CCOC(=O)C1Cc2c([nH]c3ccccc23)CN1 (stereo unspecified),-2,-11,-11,3.4,1.4,12,9,-0.2,-1.9,26,nt
Cc1cc(C(=O)N/N=C2\CCCC(=O)C2)c2ccccc2n1,2,1,-2,3.0,4.2,21,-25,1.2,-4.1,7,91
Cc1ccc(Nc2nc(-c3ccncc3)nc3ccccc23)cc1,nt,nt,-8,1.1,5.9,nt,nt,-1.8,nt,4,91
COc1ccccc1C(=O)Nc1ccnn1C1CCN(Cc2ccc3nonc3c2)CC1,-8,-10,-8,-1.6,0.2,20,11,0.0,-3.9,34,104
CCOC(=O)Cn1cnc2sc3c(c2c1=O)CCC3,2,-7,282,2.2,3.6,12,nt,-0.5,-2.1,-1,85
CC(Sc1nncs1)C(=O)Nc1ccc2c(c1)OCO2 (stereo unspecified),-4,-6,-7,0.3,3.2,-9,22,-0.2,1.5,-5,108
CC(=O)c1ccc(OCCCC(=O)Nc2ccc3c(c2)OCCO3)cc1,5,-7,0,1.9,-1.9,7,nt,-0.5,-1.7,-2,100
c1ccc(-[n+]2nc(Nc3cccc4ccccc34)sc2-c2c3ccccc3cc3ccccc23)cc1,-4,6,-4,nt,-0.6,-1,10,-3.8,0.2,-1,93
O=C(Nc1ccccc1)N1CCCN(c2c(Cl)cncc2Cl)CC1,-1,2,8,1.2,0.6,21,-21,-1.3,-4.3,-2,nt

# Brought forward from above: 6 entries, followed by the next part.
SMILES,Tat export inh,PKA-R1A activ,SUMO Mot1 rescue,phage Ecoli inh,AddAB inh,OPRM1-OPRD1 inv,PfHsp90 yeast 2,E coli growth,MOR-DOR ag,Arrestin-AP2 inh,DSG3 Ab inh
COc1ccccc1C(=O)Nc1ccnn1C1CCN(Cc2ccc3nonc3c2)CC1,-8,-10,-8,-1.6,0.2,20,11,0.0,-3.9,34,104
CCOC(=O)Cn1cnc2sc3c(c2c1=O)CCC3,2,-7,282,2.2,3.6,12,nt,-0.5,-2.1,-1,85
CC(Sc1nncs1)C(=O)Nc1ccc2c(c1)OCO2 (stereo unspecified),-4,-6,-7,0.3,3.2,-9,22,-0.2,1.5,-5,108
CC(=O)c1ccc(OCCCC(=O)Nc2ccc3c(c2)OCCO3)cc1,5,-7,0,1.9,-1.9,7,nt,-0.5,-1.7,-2,100
c1ccc(-[n+]2nc(Nc3cccc4ccccc34)sc2-c2c3ccccc3cc3ccccc23)cc1,-4,6,-4,nt,-0.6,-1,10,-3.8,0.2,-1,93
O=C(Nc1ccccc1)N1CCCN(c2c(Cl)cncc2Cl)CC1,-1,2,8,1.2,0.6,21,-21,-1.3,-4.3,-2,nt
O=C(O)COc1ccccc1/C=N/NC(=O)c1ccc(F)cc1,8,-4,-5,2.3,1.5,3,4,0.6,-0.6,-1,89
O=C(c1c(F)cccc1F)N1CCN(c2ccccc2F)CC1,5,8,9,1.3,3.4,6,-13,-2.5,-1.4,-1,118
OC(COc1ccccc1)CN1CCCC1 (stereo unspecified),-2,-6,1,3.5,1.7,8,-4,1.4,-1.6,7,108
O=C(N[C@@H](Cc1ccccc1)C(=O)N1CCN(S(=O)(=O)c2ccc(F)cc2)CC1)c1ccco1,3,1,nt,2.3,nt,6,-8,nt,-1.0,5,100
[O-][N+]12CCN(CC1)c1ccccc12,-4,5,0,-0.8,1.9,10,4,-0.8,-1.7,1,104
OCCCNC(=S)Nc1ccc2nc(-c3ccccn3)c(-c3ccccn3)nc2c1,-10,-2,1,-1.4,2.8,-20,nt,-2.3,3.4,2,101
CCN(c1ccccc1)S(=O)(=O)c1ccc(OC)c(NC(=O)c2ccc(=O)[nH]c2)c1,-2,-1,4,-0.2,-3.3,12,9,-3.4,-2.3,9,119
Cn1cnc2c(cnn2C)c1=O,0,-10,nt,1.6,nt,4,29,nt,-0.7,22,92
O=C1c2cccc3c([N+](=O)[O-])ccc(c23)C(=O)N1O,81*,-1,-33,44*,35*,-43,12,50*,8.4,-4,87
Cc1ccc(CCNC(=O)CNC(=S)N(Cc2ccccc2)Cc2cccnc2)cc1,4,9,60,0.8,0.3,-9,-4,-2.1,1.9,3,101
O=c1cc(-c2ccc(O)c(O)c2)oc2cc(O)cc(O)c12,2,-1,3,4.8,6.9,10,-1,5.2,-1.8,-1,97
O=C(NCCCN1CCCC1)C1CCC(=O)N1C1CCCCC1 (stereo unspecified),3,3,-3,2.0,5.2,3,nt,-2.3,-0.5,25,104
Cc1ccc2c3c([nH]c2c1C)-c1nonc1CC3,7,0,218,2.7,0.7,-73,-20,-1.2,13,4,99
NC(=O)NC(CC(=O)NCCc1ccc(S(N)(=O)=O)cc1)c1ccccc1Cl (stereo unspecified),1,-2,-18,0.6,0.2,15,-19,1.5,-2.8,4,102
CCOC(=O)C(C)Oc1cccc2c(=O)n(CC(=O)NCCc3ccccc3)ccc12 (stereo unspecified),0,-4,-15,0.9,-0.8,9,-43,-0.4,-1.6,20,102
COc1ccc(OC)c(S(=O)(=O)Nc2cc3c4c(c2)CCC(=O)N4CCC3)c1,-1,0,-3,-0.4,-0.1,10,9,0.5,-1.6,-4,106
Cc1nc(C)n(C(C)CNS(=O)(=O)c2ccc(C)c(C)c2)n1 (stereo unspecified),-4,3,-2,-0.3,1.8,15,-4,1.4,-2.7,-23,94
COc1ccccc1N(Cc1cc(=O)[nH]c2ccccc12)C(=O)C(C)C,-12,0,-2,4.7,-1.6,10,7,-0.6,-2.1,20,102
Cc1cccc(N(Cc2ccccc2)C(=O)c2ccc(F)c(S(=O)(=O)N3CCOCC3)c2)c1,1,-7,-12,4.3,-1.6,6,15,-0.2,-1.0,-13,97
O=C(CN1C(=O)CCSc2ccccc21)NC1CCCCC1,5,-8,22,0.5,-0.9,16,7,-0.4,-3.0,-6,105
O=C(N/N=C/C1=Cc2ccccc2OC1)c1ccncc1,-5,nt,-14,0.2,2.2,nt,10,-0.6,nt,12,101
COc1ccc(-c2csc(Nc3ccc(S(=O)(=O)Nc4cc(C)on4)cc3)n2)cc1C,-2,-11,22,1.8,0.6,-5,7,1.0,1.1,0,106
O=C(CSc1nnc(CNC(=O)c2cccs2)o1)Nc1ccccc1,9,2,-8,2.2,0.0,17,-9,-0.1,-3.4,8,86
CCCS(=O)(=O)N1CCCC(C(=O)NCCCN(C)c2ccccc2)C1 (stereo unspecified),-6,-8,-6,1.1,2.6,17,-5,3.1,-2.9,6,106
C[N+]1(CC(=O)OCCCc2ccccc2)CCCCC1,3,-3,-4,2.7,-2.9,12,nt,-0.1,-2.5,-41,115
O=C(Nc1ccc(Cl)c([N+](=O)[O-])c1)c1cnccn1,-2,0,1,1.3,1.5,5,-10,-0.7,-0.7,17,88
Cc1ccc(S(=O)(=O)/N=C(/Nc2cccc3ccccc23)c2ccc(F)cc2)cc1,9,1,-4,-0.3,0.4,4,-24,-0.6,-0.7,10,nt
O=Cc1c(N2CCCCC2)nc2ccccn2c1=O,-5,nt,-9,3.8,3.2,nt,27,3.8,nt,12,102
CCc1ccc(S(=O)(=O)Nc2cc(SCC(=O)O)c(O)c3ccccc23)cc1,-7,-3,-21,5.2,4.1,-62,-21,-0.3,13,28,84
COc1cc(OC)c(C(=O)NCCCn2ccnc2)cc1OC,-6,-5,nt,1.3,-1.8,2,nt,1.4,-0.4,-15,115
C/C(=N\NC(=O)C1COc2ccccc2O1)c1cccs1 (stereo unspecified),-4,-5,8,3.2,-0.5,13,-43,-2.5,-2.4,10,79
CN(Cc1cc(=O)n2ccsc2n1)c1ccccc1,2,-2,11,2.6,1.4,15,-25,-1.1,-3.0,2,89
CCc1nnc(NS(=O)(=O)c2ccc(NC(=O)c3ccccc3OC)cc2)s1,5,14,-13,1.3,0.7,14,2,-2.6,-2.7,26,103
CCn1nc(C(=O)NCCc2ccc(S(N)(=O)=O)cc2)c2ccccc2c1=O,17,-4,-12,2.5,0.9,10,nt,-0.1,-2.0,-11,100
N#C/C(=C\c1ccccc1O)C(=O)Nc1ccccn1,4,-14,58,0.9,-1.3,-5,-4,1.5,1.0,0,105
CC(C)C(=O)NCCn1ccc2ccccc21,8,-9,-8,1.1,2.1,4,-11,0.4,-0.9,13,nt

# Looked up above.
# Arrestin-AP2 inh result of O=C(CSc1nnc(CNC(=O)c2cccs2)o1)Nc1ccccc1 = 8
# phage Ecoli inh result of COc1cc(OC)c(C(=O)NCCCn2ccnc2)cc1OC = 1.3

# High-throughput results as filed in PubChem.
